Source: PubChem BioAssay
GLA spleen mod: inhibits or activates alpha-galactosidase in human spleen homogenate; human spleen homogenate, 4MU-alpha-Gal fluorescence, 40 min; Potency, µM (series often up to 80 µM), for the others: top-dose activity change, negative = inhibition, usual class: inhibitors; hit rate 0.008% among 240,000; AID 2107;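 also: potency is read from the fitted curve at half-maximal effect; 0% = enzyme with vehicle and -100% = no enzyme basal signal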
Target sequence (P06280 32-429 limits assumed): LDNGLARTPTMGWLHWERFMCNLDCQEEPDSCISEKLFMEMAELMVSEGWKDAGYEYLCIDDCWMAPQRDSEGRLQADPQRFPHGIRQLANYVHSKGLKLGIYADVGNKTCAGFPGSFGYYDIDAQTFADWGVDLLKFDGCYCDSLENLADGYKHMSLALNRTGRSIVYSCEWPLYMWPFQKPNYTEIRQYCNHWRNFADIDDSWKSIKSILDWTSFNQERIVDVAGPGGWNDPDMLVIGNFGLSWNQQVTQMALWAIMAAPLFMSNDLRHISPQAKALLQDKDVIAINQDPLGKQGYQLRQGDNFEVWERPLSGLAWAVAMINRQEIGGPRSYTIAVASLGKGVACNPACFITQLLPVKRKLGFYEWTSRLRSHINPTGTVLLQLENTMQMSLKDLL
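Fluorogenic readout (Ex 365/Em 440 nm) of 4-methylumbelliferone released from 1 mM 4-MU-alpha-galactoside by spleen homogenate, 40 min at 37C, pH 5.0. Data normalized to no-enzyme and enzyme controls; Hill-equation AC50 from compound titrations.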
NPSR antag: antagonists of human neuropeptide S receptor cAMP signaling | Q6W5P4 | CHO-NPSR cells, cAMP TR-FRET, antagonist mode | Potency, µM (top dose mostly 38.3 µM), without a hit: top-dose activity change, negative = inhibition, hits mostly inhibitors | hit rate 1% among 220,000; also: potency is read from the fitted curve at half-maximal effect; % is scaled to controls: 0 for no effect and ±100 for the full control effect; nearly all actives have a fitted effect of over 50% in size; many of its hits are not listed in these tables
Epigenetic reg: regulators of epigenetic silencing causing reporter derepression in mouse cells; hit rate 0.2% among 280,000; murine LDR cells, GFP reporter derepression, 30 h; Potency, µM (highest dose often 53.9 µM), without a hit: at the top dose GFP activation, usual class: activators; also: potency is read from the fitted curve at half-maximal effect; % of control where 0% means no effect; nearly all actives have a fitted effect of over 60% in size
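Murine LDR cells carrying a silenced, genomically integrated CMV-driven GFP reporter were exposed to compound for 30 hours at 37 C. After PBS washes, GFP-positive cells (20–120 um objects) were counted by laser-scanning microplate cytometry.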
TexasRed fluor: alters Texas Red total fluorescence, flagging assay interference; TRb/SRC2 Texas Red total fluorescence interference; Potency, µM (doses to about 106 µM), without a hit: at the top dose fluorescence change, negative = quenching; hit rate 0.29% among 280,000; active = well fitted curve in either direction with a large enough effect; inconclusive = small, poorly fitted or top-dose-only effect; also: potency is read from the fitted curve at half-maximal effect; % is scaled to controls: 0 for no effect and ±100 for the full control effect
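Human TRβ ligand-binding domain (0.6 uM) and Texas Red SRC2 peptide (20 nM) in Tris buffer with 1 uM T3 and 5% DMSO were incubated with pinned compound for 5 hr at ambient temperature. Total fluorescence was computed as S + 2P (555/632 nm).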
TRb-SRC2 inh: TRbeta-SRC2 interaction inhibition | hit rate 0.065% among 280,000 | Potency, µM (titrated, usually from 106 µM), without a hit: at the highest dose activity change, negative = inhibition, actives largely listed as inhibitors | P10828 | TRbeta-SRC2 peptide binding, fluorescence polarization; receptor liganded with 1 µM T3 | AID 1469;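 also: potency is read from the fitted curve at half-maximal effect; plate controls were bound peptide for no effect and peptide without receptor for full effect; nearly all actives have a fitted effect of over 50% in size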
Target sequence (P10828 whole entry, looked up): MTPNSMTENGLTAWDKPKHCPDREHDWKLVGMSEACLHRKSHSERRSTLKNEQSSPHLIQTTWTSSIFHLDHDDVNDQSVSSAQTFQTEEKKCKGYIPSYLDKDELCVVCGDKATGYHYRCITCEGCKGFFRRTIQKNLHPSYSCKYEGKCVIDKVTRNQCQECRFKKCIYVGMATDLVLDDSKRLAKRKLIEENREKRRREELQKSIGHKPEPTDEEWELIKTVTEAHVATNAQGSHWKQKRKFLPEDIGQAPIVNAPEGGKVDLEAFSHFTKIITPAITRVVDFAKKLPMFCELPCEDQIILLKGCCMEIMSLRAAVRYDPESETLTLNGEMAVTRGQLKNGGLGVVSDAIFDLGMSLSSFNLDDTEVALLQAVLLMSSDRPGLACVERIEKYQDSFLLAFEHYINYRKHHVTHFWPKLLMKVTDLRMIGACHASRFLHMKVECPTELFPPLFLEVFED
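Compounds were added to 0.6 uM TRb ligand-binding domain and 20 nM Texas Red-labeled SRC2 peptide in Tris buffer containing 1 uM T3, incubated 5 hr at ambient temperature, then read by fluorescence polarization.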
CBFb-RUNX1 inh: CBF-beta/RUNX1 interaction disruption. AlphaScreen CBFb-His/RUNX1-biotin binding, biochemical. Potency, µM (top dose mostly 59.8 µM), for inactives: at the top dose activity, negative = inhibition, actives largely listed as inhibitors. 230,000 tested, under 10 active. AID 1477; also: % of control where 0% means no effect
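CBFb-His/RUNX1-biotin, 30 nM each, preincubated 20 min RT; compound 15 min RT; Ni + streptavidin beads 50 ng each, 90 min RT; AlphaScreen read.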
Tau FP inhib: blocks human tau fibril formation measured by polarization; hit rate 0.39% among 280,000; P10636; K18 P301L tau heparin fibrillization, Alexa594 FP, 6 h; AID 1468; Potency, µM (doses to about 57.7 µM), inactives show at the top dose activity, negative = inhibition, usual class: inhibitors; also: potency is read from the fitted curve at half-maximal effect; % is scaled to controls: 0 for no effect and ±100 for the full control effect; nearly all actives have a fitted effect of over 55% in size
Target sequence (P10636 561-689 P618L limits assumed): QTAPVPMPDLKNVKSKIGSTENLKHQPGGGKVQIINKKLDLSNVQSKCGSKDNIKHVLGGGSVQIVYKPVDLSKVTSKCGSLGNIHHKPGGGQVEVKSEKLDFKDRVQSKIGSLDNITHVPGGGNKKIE
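Steps: dispense K18 P301L tau (15 uM plus 0.24 uM Alexa 594 tracer, final) in pH 7 sodium acetate; add compound; add heparin (20 uM final); incubate 6 hr, 37 C; add ThT (30 uM final); after 1 hr ambient, read FP.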
Tau fluor counter: counter-screen for tau fibril formation inhibitors; Potency, µM (highest dose often 57.7 µM), for inactives: top-dose activity change, negative = decrease; tau K18 P301L (four-repeat tau fragment) Alexa594 fluorescence, heparin fibrillization; hit rate 0.93% among 280,000; also: potency is read from the fitted curve at half-maximal effect; % is scaled to controls: 0 for no effect and ±100 for the full control effect; nearly all actives have a fitted effect of over 55% in size
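Human K18 P301L tau (15 uM unlabeled plus 0.24 uM Alexa 594-labeled, final) in 100 mM sodium acetate pH 7 was mixed with compound and 20 uM heparin and incubated 6 hr at 37 C.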
* hit, by the source's call; ? = inconclusive; nt = not tested or not shown; [ ] = dose if it differs, or a comment. Unless noted, calls follow the shape of the dose curve; as a rule, active = well fitted curve in the direction sought with a large enough effect; inconclusive = small, poorly fitted or top-dose-only effect, or another doubt; inactive = no such curve, though single readings can be large; an effect the other way counts as inactive or inconclusive. This is a subset; count on the stated rates, not on these rows.

Below each compound: TexasRed fluor | TRb-SRC2 inh | NPSR antag | Epigenetic reg | Tau fluor counter | CBFb-RUNX1 inh | Tau FP inhib | GLA spleen mod
- COCC(=O)NNC(=O)c1ccc(OC)cc1
 : -1% | 8% | 4% | -1.4% | 4% | -5% | 11% | 8%
- CCCOc1ccc2oc(=O)c3c(c2c1)CCCN3C(=O)CN1CCN(c2ncccn2)CC1
 : 1% | -3% | -21%[46.1 µM] | -3.8% | -2% | 3% | -10% | 7%
- Cc1ccc(S(=O)(=O)NC(=NCC(=O)O)c2ccc(F)cc2)cc1
 : 2% | -20% | 3%[46.1 µM] | -4.5% | 0% | 3% | -1% | -1%
- Cc1ccc(Nc2sc(C(=O)c3ccccc3)c(N)c2S(=O)(=O)c2ccccc2)cc1Cl
 : -1% | -2% | nt | 6.2% | -13% | nt | ? | nt
- Cc1ccc(OC(C)C(=O)N2CCc3ccccc32)cc1 (stereo not given)
 : 1% | 3% | -21%[46.1 µM] | 2.4% | 0% | 6% | -3% | -29%
- O=C(c1cc2sccc2n1Cc1ccccc1)N1CCc2ccccc21
 : 3% | 2% | 10µM* | 8.2% | -12% | 16% | 1% | 5%
- Cc1ccc(/C=N/c2sc3c(c2C(N)=O)CCCC3)o1
 : 1% | -2% | -9% | 1.3% | -3% | -7% | 5% | 3%
- CCCn1c(SCC(=O)Nc2cccc(S(=O)(=O)NC3=NCCCCC3)c2)nc2ccccc2c1=O
 : -3% | -2% | -32% | 4.3% | -17% | -17% | 0% | 1%
- CCOc1cc(C2c3c(oc4ccccc4c3=O)C(=O)N2Cc2ccccc2Cl)ccc1O (stereo not given)
 : ? | 2% | nt | -1.0% | -21% | nt | 2% | nt
- O=C(NC12CCC(O)C(SC1)/C2=N/O)c1ccccc1 (stereo not given)
 : 0% | -5% | 0%[46.1 µM] | -1.0% | 3% | 2% | 3% | 6%
- Cc1ccc(/C=C/C(=O)N2CC(=O)Nc3ccccc32)o1
 : -7% | -8% | -11% | -4.0% | -9% | -29% | -14% | -13%
- COc1cccc(-c2cc(C(F)(F)F)nc(N3CCN(c4ccccc4)CC3)n2)c1
 : 2% | 6% | -2%[46.1 µM] | -1.2% | -18% | 5% | -1% | 0%
- CC(C)(C)CC(=O)Nc1ccc(Nc2ccccc2)cc1
 : -2% | 9% | -16%[46.1 µM] | -2.0% | ? | -5% | 12% | 5%
- CCOC(=O)c1cc2c(ccc3ccccc32)oc1=O
 : -6% | 8% | 5% | 0.0% | -5% | 12% | -3% | ?
- O=C(c1ccc(Cl)cc1)C1CCCN(Cc2cccn2-c2ccccn2)C1 (stereo not given)
 : -2% | -4% | 47% | 0.0% | 3% | 2% | 1% | 2%
- CCOc1cc(CNn2nnnc2N)cc(Cl)c1OCC(=O)NC(C)(C)C
 : -4% | 5% | -5%[46.1 µM] | 1.2% | -10% | 7% | 0% | 14%
- Cc1cccnc1NC(=O)c1csnn1
 : -1% | 2% | -11% | 1.0% | -4% | 7% | 2% | -15%
- COCC(=O)Nc1cc([N+](=O)[O-])ccc1OC
 : 0% | -1% | 15% | -0.9% | 4% | -5% | -4% | 7%
- CCCCCC/C=C/c1ccc(OC)c(C2C3C=CCC(C)C3C(=O)N2Cc2ccccc2)c1 (stereo not given)
 : -1% | 0% | nt | nt | nt | 13% | nt | 6%
- CC1Cc2cc(/C=C3/SC(N4CCC(C(N)=O)CC4)=NC3=O)ccc2O1 (stereo not given)
 : -4% | -4% | -12% | 2.1% | -3% | 8% | 6% | 4%

By substructure: the entries above containing a thiophene ring, fused or not.
Below each compound: TexasRed fluor | TRb-SRC2 inh | NPSR antag | Epigenetic reg | Tau fluor counter | CBFb-RUNX1 inh | Tau FP inhib | GLA spleen mod
- Cc1ccc(Nc2sc(C(=O)c3ccccc3)c(N)c2S(=O)(=O)c2ccccc2)cc1Cl
 : -1% | -2% | nt | 6.2% | -13% | nt | ? | nt
- O=C(c1cc2sccc2n1Cc1ccccc1)N1CCc2ccccc21
 : 3% | 2% | 10µM* | 8.2% | -12% | 16% | 1% | 5%
- Cc1ccc(/C=N/c2sc3c(c2C(N)=O)CCCC3)o1
 : 1% | -2% | -9% | 1.3% | -3% | -7% | 5% | 3%

Continued.
Below each compound: TexasRed fluor | TRb-SRC2 inh | NPSR antag | Epigenetic reg | Tau fluor counter | CBFb-RUNX1 inh | Tau FP inhib | GLA spleen mod
- Cc1nn(C(C)C(=O)N2CCN(c3ccccn3)CC2)c(=O)c2cc3occc3n12 (stereo not given)
 : 1% | 6% | -17%[46.1 µM] | 0.0% | 2% | 1% | 1% | 0%
- CCc1nc(SCC(=O)Nc2nc3c(s2)CCCC3)c2ccccc2n1
 : -1% | -16% | 10%[46.1 µM] | -2.3% | -13% | -7% | 3% | -5%
- Cc1ccc(C(=O)N/C(=C\c2cn(C)c3ccccc23)C(=O)OCCN(C)C)cc1
 : -6% | -8% | -3% | 1.1% | -22% | 3% | 1% | -5%
- CCn1cc([N+](=O)[O-])c(C(=O)N2CCCC2)n1
 : 1% | -1% | 0%[46.1 µM] | 1.0% | -6% | 5% | 6% | 1%
- COc1ccc(CN2CCN(C(=O)c3cccs3)CC2)cc1
 : -3% | 0% | -5%[46.1 µM] | -3.3% | -18% | -4% | -10% | 0%
- CCOc1ccc(C2CC(=O)Nc3cc4c(cc32)OCO4)cc1OC (stereo not given)
 : 1% | 2% | nt | 0.6% | -10% | nt | 2% | nt
- Cc1cc(F)c(F)c(C(=O)N2CCC(C)CC2)c1Cl
 : -6% | 2% | 13% | 0.0% | -3%[2.34 µM] | 1% | 1% | 0%
- NC(=O)CNc1n[nH]c(=S)[nH]c1=O
 : -3% | 1% | -12% | -1.0% | -10% | 9% | -2% | 9%
- CCOC(=O)CNC(=O)c1cc(-c2ccc3c(c2)OCCO3)oc1C
 : 0% | -4% | 0%[46.1 µM] | 0.9% | -4% | 2% | 0% | -2%
- COc1cc(/C=N/Nc2nc(C)nc3c2cnn3-c2ccccc2)ccc1O
 : -7% | -6% | -34% | -1.2% | ? | 7% | 8% | 6%
- Cn1c(CN2CCOCC2)nc2cc(NC(=O)c3ccccc3[N+](=O)[O-])ccc21
 : 100µM*[quencher] | -11% | nt | -3.2% | -8% | nt | -2% | nt
- COC(=O)c1sccc1S(=O)(=O)N(CC(=O)Nc1c(C)cccc1C)c1ccc(C)c(C)c1
 : 1% | -9% | nt | 0.0% | 5% | nt | 8% | nt
- O=C(CSc1ccccc1)N1CCc2c([nH]c3ccccc23)C1c1ccc(F)cc1 (stereo not given)
 : -2% | -1% | nt | -1.1% | -14% | nt | 0% | nt
- CCOc1ccc(C=C2SC(=O)N(CCN)C2=O)cc1
 : 1% | -7% | nt | nt | nt | 10% | nt | 12%
- CCOC(=O)CC1C(=O)NCCN1Cc1ccc(OC)c(OC)c1 (stereo not given)
 : -1% | 0% | -12% | -1.0% | -7% | 0% | -1% | 7%
- CCCOc1ccc(CNC(=O)C2CCN(c3nn4c(=O)cc(C)nc4s3)CC2)cc1
 : 1% | -5% | nt | 0.9% | -8% | nt | 12% | nt
- CCCCn1c(/N=C/c2c[nH]c3ccccc23)nc2ccccc21
 : -8% | 2% | -9%[46.1 µM] | 2.1% | 22µM*[quencher] | -13% | ? | -12%
- COc1ccc(NS(=O)(=O)c2cccc(C(=O)N/N=C(\C)c3ccc(-n4ccnc4)cc3)c2)cc1
 : -3% | -23% | -16%[46.1 µM] | -6.3% | -7% | 3% | -8% | 3%
- COc1cccc(-c2ccc(=O)n(CC(=O)Nc3cc4c(cc3NC(C)=O)OCCO4)n2)c1
 : 0% | 5% | -25%[46.1 µM] | 0.2% | -2% | -2% | 9% | 3%
- Cc1sc2ncn(-n3c(C)ccc3C)c(=O)c2c1C
 : 2% | 5% | -7%[46.1 µM] | -1.1% | -3% | -5% | -5% | -2%

Record cards, from the list above:
CCOc1ccc(C=C2SC(=O)N(CCN)C2=O)cc1 in the list: TexasRed fluor: 1%; TRb-SRC2 inh: -7%; NPSR antag: nt; Epigenetic reg: nt; Tau fluor counter: nt; CBFb-RUNX1 inh: 10%; Tau FP inhib: nt; GLA spleen mod: 12%
Cn1c(CN2CCOCC2)nc2cc(NC(=O)c3ccccc3[N+](=O)[O-])ccc21 in the list: TexasRed fluor: 100µM*[quencher]; TRb-SRC2 inh: -11%; NPSR antag: nt; Epigenetic reg: -3.2%; Tau fluor counter: -8%; CBFb-RUNX1 inh: nt; Tau FP inhib: -2%; GLA spleen mod: nt

Going on with the list.
Below each compound: TexasRed fluor | TRb-SRC2 inh | NPSR antag | Epigenetic reg | Tau fluor counter | CBFb-RUNX1 inh | Tau FP inhib | GLA spleen mod
- CCCNC(=O)C1CNc2ccccc2O1 (stereo not given)
 : 1% | 0% | 3%[46.1 µM] | 0.0% | -2% | -2% | 0% | -8%
- COC(=O)Cc1csc(Nc2ccccc2)n1
 : -1% | 4% | 29% | 0.0% | -15% | 1% | 4% | 2%
- O=C(CSc1nnc(CNC(=O)C23CC4CC(CC(C4)C2)C3)n1-c1ccc(F)cc1)Nc1ccc(F)cc1
 : -2% | -18% | 2% | -1.0% | -22% | 1% | 5% | 9%
- COc1ccc(N2CCN(S(=O)(=O)c3ccc(Br)s3)CC2)cc1
 : 1% | 15% | -15%[46.1 µM] | 1.0% | -22% | -2% | -2% | 5%
- Nc1c(Cl)ncnc1N1CCN(c2ncnc(Cl)c2N)CC1
 : 3% | -3% | 5% | 0.0% | -13% | 1% | 10% | -5%
- Cc1c(Cl)cccc1S(=O)(=O)N1CCC(C(=O)NNC(=O)C2CC2)CC1
 : 1% | -4% | -12% | 3.2% | -12% | -3% | -4% | 0%
- N#CC1=C(N)OC2=C(CC/C2=C\c2ccccc2Cl)C1c1ccccc1Cl (stereo not given)
 : -10% | 9% | ? | 0.0% | -13% | 11% | 2% | 12%
- Cc1cccc(NC(=O)CSc2nnc3[nH]c(=O)cc(-c4ccccc4)n23)c1C
 : 1% | -9% | nt | 0.8% | -6% | nt | 8% | nt
- Cc1cc(Cl)ccc1OCC(=O)N(Cc1ccco1)C1CCS(=O)(=O)C1 (stereo not given)
 : -1% | 5% | -24% | 1.6% | -21% | 4% | -11% | 0%
- CC(C)(C)n1cnc2cc(NCc3ccccc3Cl)ccc21
 : ? | -5% | nt | -0.7% | -24% | nt | 3% | nt
